Compound activity deposited in PubChem by National Center for Advancing Translational Sciences (NCATS).
CCT modulator = modulators of cytosolic chaperonin (CCT/TRiC) activity. 0.3% of 360,000 active. purified chaperonin ATPase assay, HTRF ADP detection, 30 min. activity change, % (no concentration beside the values), hits read low; in the data active = activity change below about -30%; also: % is scaled to controls: 0 for no effect and ±100 for the full control effect
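ATPase activity: ADP formed was measured by HTRF Transcreener (665/615 nm ratio) after 30 min at 37 deg C with 10 uM ATP. Compounds screened at one 76 uM concentration against 40 or 20 nM TRiC in Tris pH 7.4/KCl/MgCl2/DTT buffer.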
PLK1 PBD inh = blocks phosphopeptide binding to human PLK1 polo-box domain; Plk1 PBD binding of FITC phosphopeptide, fluorescence polarization; Potency, µM, without a hit: max response, negative = inhibition, most hits filed as inhibitors; 2.8% of 360,000 active; also: potency is read from the fitted curve at half-maximal effect; series mostly up to about 57 µM; % is scaled to controls: 0 for no effect and ±100 for the full control effect; nearly all actives have a fitted effect of over 65% in size
PI5P4K alpha inh = PI5P4K alpha (human) kinase inhibition; PI5P4Kalpha enzyme, ADP-Glo luminescence, 60 min; hits give low values; max response, %; 1.2% of 330,000 active; AID 652105; active = max response of -50% or lower; inconclusive = between -30% and -50%; inactive = -30% or higher; also: value at the top dose of about 77 µM; % is scaled to controls: 0 for no effect and ±100 for the full control effect
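PI5P4Kalpha ADP-Glo assay; 5 microM ATP final; 60 min RT reaction; HEPES pH 7.4/EGTA/CHAPS, 5% DMSO; controls lacking substrate or enzyme; luminescent end-point.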
EPAC1 ag = agonists of human EPAC1 | O95398 | EPAC1 agonist qHTS, biochemical assay; response scale: 100% = response to 6.5 mM cAMP | AID 720707 | Potency, µM (titrated, usually from 154 µM), for the others: top-dose activation, most hits filed as activators | 0.073% of 360,000 active; also: potency is read from the fitted curve at half-maximal effect; nearly all actives have a fitted effect of over 60% in size
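Nucleotide exchange by EPAC1 (100 nM) on Rap1B–BODIPY-GDP (250 nM) in the presence of 50 uM GDP is tracked fluorescently at 480/540 nm over 30 min. Signals are normalized to a 6.5 mM cAMP control.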
IL-2 act = activators of IL-2; 0.065% of 360,000 active; activation, % (series mostly up to about 46 µM); AID 652025; IL-2 activation reporter assay, cell-based qHTS; stimulated with anti-CD3/CD4/CD28 beads; in transgenic mouse T cells; in the data active = activation above about 50%; inconclusive = mostly about 30% to 49%; also: 0% is about no effect
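Readout: EGFP and DsRed signals by fluorescent plate cytometry. Unstimulated transgenic mouse T cells received compound 60 min before antibody-bead stimulation, then incubated 18 h at 37 degrees C.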
EPAC2 agonist = EPAC2 (human) agonism | 0.079% of 360,000 active | EPAC2 activation, biochemical qHTS; response scale: 100% = 6.5 mM cAMP response | Q8WZA2 | Potency, µM (series often up to 154 µM), for inactives: at the top dose activation, actives largely listed as activators; also: potency is read from the fitted curve at half-maximal effect; nearly all actives have a fitted effect of over 50% in size
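Readout is BODIPY fluorescence (480 nm excitation, 540 nm emission), which falls as labeled GDP is exchanged off Rap1B. EPAC2 at 100 nM acted on 250 nM RAP1B-BODIPY-GDP with 50 uM GDP present.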
EPAC1 antagonist = antagonists of human EPAC1 | O95398 | Potency, µM (titrated, usually from 115 µM), without a hit: at the top dose activity change, negative = inhibition, most hits filed as inhibitors | 0.14% of 360,000 active | EPAC1 GEF assay, Rap1b-BODIPY-GDP exchange fluorescence;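 also: potency is read from the fitted curve at half-maximal effect; plate controls were vehicle for no effect and positive control for full effect; nearly all actives have a fitted effect of over 50% in size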
WRN inhibitor = inhibitors of human WRN helicase | Q14191 | 0.46% of 360,000 active | Potency, µM (highest dose often 114 µM), without a hit: top-dose activity change, negative = inhibition, actives largely listed as inhibitors | WRN helicase unwinding, fluorescent forked duplex, kinetic | AID 651768; also: potency is read from the fitted curve at half-maximal effect; % is scaled to controls: 0 for no effect and ±100 for the full control effect; nearly all actives have a fitted effect of over 55% in size
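Kinetic fluorescence helicase assay: unwinding of a quenched forked DNA duplex (100 nM final) with 2 mM ATP final raises red fluorescence (525/598 nm). Compounds sat 15 min at room temperature with 20 nM WRN beforehand.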
An asterisk follows results filed as active; ? = inconclusive; . = not tested or not shown; [ ] = remark or other dose. Unless noted, calls follow the shape of the dose curve; as a rule, active = well fitted curve in the direction sought with a large enough effect; inconclusive = small, poorly fitted or top-dose-only effect, or another doubt; inactive = no such curve, though single readings can be large; an effect the other way counts as inactive or inconclusive. Only part of the results is shown, so the mix of outcomes need not match the whole.

Start of the data: the first four compounds (preview)
(1) O=C(COc1cccc2ccccc12)N/N=C/c1ccc(Sc2nc3ccccc3s2)o1
(2) COc1ccc(S(=O)(=O)N2CCC(c3nc4ccccc4[nH]3)CC2)cc1
(3) COc1cccc(NC(=O)N2CCCCCC2)c1
(4) CCc1ccccc1NC(=O)CN1CCN(CC(=O)Nc2ccc3c(c2)OC2(CCCCC2)O3)CC1

assay / compound	1	2	3	4
CCT modulator	-0.2	1.0	-1.4	2.2
PLK1 PBD inh	?	-1.7%	-5.0%	-7.3%
PI5P4K alpha inh	-0.8	-0.9	0.2	6.6
EPAC1 ag	-0.1%	-0.1%	3.7%	0.2%
IL-2 act	0.3	0.3	-2.2	-0.7
EPAC2 agonist	5.6%	-1.6%	10.3%	-3.4%
EPAC1 antagonist	-2.5%	1.9%	14.1%	?
WRN inhibitor	-0.3%	15.3%	0.7%	-12.7%

All compounds of this part, previewed entries included:
(1) O=C(COc1cccc2ccccc12)N/N=C/c1ccc(Sc2nc3ccccc3s2)o1
(2) COc1ccc(S(=O)(=O)N2CCC(c3nc4ccccc4[nH]3)CC2)cc1
(3) COc1cccc(NC(=O)N2CCCCCC2)c1
(4) CCc1ccccc1NC(=O)CN1CCN(CC(=O)Nc2ccc3c(c2)OC2(CCCCC2)O3)CC1
(5) CC(NC(=O)c1cccs1)C1CCCO1 (centres undefined)
(6) O=C(c1cccn(Cc2ccc(Cl)c(Cl)c2)c1=O)N1CCOCC1
(7) Cc1cc(=O)[nH]c(-n2[nH]c(C)cc2=O)n1
(8) CCOC(=O)N1CCC(NC(=O)c2ccc(CNS(=O)(=O)c3ccc(F)cc3)cc2)CC1
(9) CCCCN1CC2=C(C1=O)C(c1ccc(O)cc1)NC(=O)N2C (centres undefined)
(10) CC(C)C#Cc1cnc2c(c1)C(=O)N([C@@H](C)CO)C[C@@H](C)[C@H](CN(C)Cc1cccc(F)c1)O2

assay / compound	1	2	3	4	5	6	7	8	9	10
CCT modulator	-0.2	1.0	-1.4	2.2	0.6	-2.3	-0.6	-0.8	0.4	-0.7
PLK1 PBD inh	?	-1.7%	-5.0%	-7.3%	-2.4%	-6.5%	-5.3%	-7.4%	-0.4%	-13.4%
PI5P4K alpha inh	-0.8	-0.9	0.2	6.6	-3.9	.	4.7	.	-12.1	7.2
EPAC1 ag	-0.1%	-0.1%	3.7%	0.2%	3.9%	1.5%	2.9%	3.7%	5.8%	-19.6%
IL-2 act	0.3	0.3	-2.2	-0.7	-0.2	-1.3	-0.2	-0.9	0.0	-3.5
EPAC2 agonist	5.6%	-1.6%	10.3%	-3.4%	-1.0%	2.2%	6.0%	10.2%	6.1%	3.1%
EPAC1 antagonist	-2.5%	1.9%	14.1%	?	0.0%	10.6%	-7.3%	7.4%	-23.2%	-3.2%
WRN inhibitor	-0.3%	15.3%	0.7%	-12.7%	-17.3%	-3.9%	-11.6%	6.3%	2.9%	-7.7%

(11) CC12CCC(C1)C(C)(C)C2OC(=O)c1ccccc1C(=O)O (centres undefined)
(12) CSCCC(NC(=O)c1ccccc1Cl)C(=O)Nc1ccc(C)c(S(=O)(=O)N2CCOCC2)c1 (centres undefined)
(13) CC(=O)c1ccc(NC(=O)Oc2ccccc2)cc1
(14) Cc1cccc(N=Cc2[nH]c3ccc(Br)c(Cl)c3c2O)c1
(15) CN(C)S(=O)(=O)c1ccc(N2CCOCC2)c(C(=O)NCc2ccc3c(c2)OCO3)c1
(16) O=C(CSc1nnc2c(n1)[nH]c1ccccc12)Nc1nncs1
(17) COc1ccc(S(=O)(=O)NNC(=O)c2ccc([N+](=O)[O-])cc2)cc1
(18) CCOC(=O)c1c(NC(=O)CC(C)C)sc(C(C)=O)c1C
(19) C=CCn1c(COc2ccc(Cl)cc2)nnc1SCC(=O)N/N=C/c1cccc(O)c1
(20) COc1ccccc1CCNC(=O)CSc1nnc2ccc(-c3ccncc3)nn12

assay / compound	11	12	13	14	15	16	17	18	19	20
CCT modulator	-1.2	1.7	1.9	-0.6	-0.7	-4.0	1.7	0.0	-1.7	-0.4
PLK1 PBD inh	-14.0%	0.6%	-5.5%	0.5%	-19.5%	-18.9%	0.9%	-7.0%	-1.5%	-5.7%
PI5P4K alpha inh	1.5	7.3	-6.0	-24.6	3.0	6.2	1.3	2.7	-0.7	1.6
EPAC1 ag	-0.5%	0.8%	-1.5%	3.9%	13.1%	9.0%	-9.4%	0.0%	-12.0%	-10.2%
IL-2 act	0.2	-3.7	-3.0	8.5	-0.1	3.2	0.0	-2.3	-0.2	-1.4
EPAC2 agonist	3.9%	1.3%	3.9%	-8.7%	7.0%	6.6%	-3.8%	-8.4%	-8.7%	4.4%
EPAC1 antagonist	-9.6%	-2.8%	-0.2%	-19.0%	?	14.9%	10.0%	-10.5%	3.1%	-14.2%
WRN inhibitor	-5.4%	-7.2%	1.3%[57.1 µM]	-18.1%	-4.0%	-20.5%	10.8%	-0.4%	-6.5%	0.4%

(21) O=C(COc1ccc(Br)cc1)N(Cc1ccco1)C1CCS(=O)(=O)C1 (centres undefined)
(22) O=C(CCn1nc(-c2ccc(Cl)cc2)c2ccccc2c1=O)Nc1cccnc1
(23) CCN(Cc1ccccc1)C(c1ccc(C(F)(F)F)cc1)c1nnnn1C(C)(C)C (centres undefined)
(24) Cc1csc2ncnc(N3CCN(S(=O)(=O)c4cccc(C(F)(F)F)c4)CC3)c12
(25) O=c1c2ccccc2nc2n1CCN2Cc1ccc(Cl)cc1
(26) Cc1c(Cl)cccc1N(CC(=O)NC1CCCCC1)S(C)(=O)=O
(27) COc1ccc(C2=NOC(C(=O)NCc3cccs3)C2)cc1OC (centres undefined)
(28) COc1ccc(S(=O)(=O)N2CCCCCC2)cc1C(=O)N(C)Cc1ccc(OC)c(OC)c1OC
(29) O=C(Nc1ccc(CN2CCCCC2)cc1)c1cccc(Br)c1

assay / compound	21	22	23	24	25	26	27	28	29
CCT modulator	0.2	-1.5	2.9	0.8	-1.3	-1.8	-0.3	0.2	0.6
PLK1 PBD inh	-0.5%	3.6%	-7.4%	3.9%	-0.5%	-10.8%	3.4%	1.1%	2.9%
PI5P4K alpha inh	-0.7	-3.3	14.6	1.5	.	-3.7	.	2.9	6.9
EPAC1 ag	-1.1%	2.1%	13.1%	-6.4%	6.6%	5.6%	-4.6%	4.5%	-3.5%
IL-2 act	-2.6	0.1	0.2	-3.8	-0.6	-1.2	-1.2	-6.0	-3.1
EPAC2 agonist	-0.6%	4.1%	-9.9%	5.2%	12.9%	5.5%	-3.5%	-12.2%	9.4%
EPAC1 antagonist	5.0%	11.0%	-10.3%	-0.7%	-5.7%	-2.2%	13.2%	-11.3%	-7.2%
WRN inhibitor	4.4%	-0.5%	-4.0%	-11.9%	-7.6%	-2.1%	2.5%	3.9%	1.3%
